Compound activity as filed in PubChem BioAssay.
TRHR PAM: allosteric enhancers of human TRH receptor; P34981; TRHR cells, fluo-8 calcium fluorescence, EC20 TRH enhancement; enhancement, % at 2 µM; hit rate 0.66% among 360,000; in the data active = enhancement above about 30%; note: 0% is about no effect
Target sequence (P34981 whole entry, looked up): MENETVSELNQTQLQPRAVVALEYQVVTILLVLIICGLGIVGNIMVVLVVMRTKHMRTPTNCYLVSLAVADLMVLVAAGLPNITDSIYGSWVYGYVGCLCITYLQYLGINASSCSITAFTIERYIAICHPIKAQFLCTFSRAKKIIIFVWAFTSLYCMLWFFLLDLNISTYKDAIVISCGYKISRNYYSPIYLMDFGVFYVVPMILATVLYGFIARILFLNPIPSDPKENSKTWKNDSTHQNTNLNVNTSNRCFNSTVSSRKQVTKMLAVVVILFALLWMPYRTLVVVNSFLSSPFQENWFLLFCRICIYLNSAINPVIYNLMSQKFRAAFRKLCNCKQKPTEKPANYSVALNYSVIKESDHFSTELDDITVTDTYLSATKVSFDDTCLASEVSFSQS
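TRHR-expressing cells loaded with fluo-8 calcium dye were read kinetically (ex 480/em 530) during compound addition, then stimulated with an EC20 of TRH (10 nM final). Enhancement of the Gq-mediated intracellular calcium response was scored.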
TrxR1 substrate: is turned over as a substrate by rat TrxR1 | AID 588456 | purified TrxR1 substrate turnover, NADPH consumption readout | hit rate 0.01% among 390,000 | Potency, µM (series often up to 114 µM), inactives show at the top dose activity change, negative = substrate turnover; note: potency is the fitted concentration of half-maximal effect; % is set by controls: 0 for no effect and ±100 for the full control effect; nearly all actives have a fitted effect of over 50% in size
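Rat TrxR1, dispensed at 90 nM, was prereduced with 400 uM NADPH (final) for 5 min at ~22 deg C, then incubated with compound 15 min before 400 uM selenite. A first-read NADPH fluorescence drop versus no-compound background flagged substrates.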
D2 antagonist: antagonizes the human D2 dopamine receptor; P14416; HEK293 TREx D2 cells, calcium flux, dopamine EC80; inhibition, % at 10 µM; hit rate 2% among 340,000; AID 485344; in the data active = inhibition above about 30%; note: 0% is about no effect
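Compounds are added to dye-loaded, induced HEK293 T-REx cells coupled to calcium release via D2; after a 3 min kinetic read an EC80 dopamine stimulus is given and fluorescence is recorded for 3 more min.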
TRHR agonist: agonists of human TRH receptor. P34981. TRHR cells, calcium flux fluo-8, FDSS agonist mode. activation, % at 2 µM. hit rate 0.18% among 360,000; in the data active = activation above about 30%; note: 0% is about no effect
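In this calcium-flux screen, cells bearing human TRHR are dye-loaded with fluo-8, baselined for 10 cycles, then exposed to library compounds; positive kinetic calcium responses during the agonist phase mark hits, with TRH as control.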
mIDH1 inhibitor: blocks human mutant IDH1 R132H enzyme; AID 602179; IDH1-R132H enzyme, NADPH consumption, diaphorase/resazurin fluorescence; hit rate 0.093% among 390,000; Potency, µM (titrated, usually from 76.6 µM), inactives show top-dose activity change, negative = inhibition, actives largely listed as inhibitors; O75874; note: potency is the fitted concentration of half-maximal effect; % is set by controls: 0 for no effect and ±100 for the full control effect; nearly all actives have a fitted effect of over 65% in size
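IDH1-R132H (0.5 ug/mL) preincubated 30 min with compound, then NADPH (0.016 mM) and alpha-KG (2 mM) added; 80 min at RT, pH 7.5. Remaining NADPH coupled via diaphorase/resazurin to fluorescence (540/590 nm); concentration-response curves normalized to no-enzyme control.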
D2 ag: agonists of human D2 dopamine receptor. HEK293 T-REx D2 cells, calcium flux agonist mode. hit rate 0.53% among 340,000. AID 485358. activation, % at 2 µM. P14416;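 active = activation over 3 SD above normal in the single-dose calcium agonist read, cut at about 30% in these data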; note: 0% is about no effect
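Agonism scored from kinetic calcium signal (1 read/sec, 180 s) following compound pin transfer, after a 10 s baseline. Cells: HEK293 Trex line expressing inducible D2 receptor coupled to calcium, dye-loaded after overnight culture at 30 C.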
rTrxR1 inhibitor: blocks rat thioredoxin reductase 1; O89049; recombinant rTrxR1, NADPH fluorescence consumption, selenite substrate; Potency, µM (titrated, usually from 114 µM), for the others: top-dose activity change, negative = inhibition, actives largely listed as inhibitors; hit rate 1% among 390,000; AID 588453; note: potency is the fitted concentration of half-maximal effect; % is set by controls: 0 for no effect and ±100 for the full control effect; nearly all actives have a fitted effect of over 65% in size
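Rat TrxR1 (90 nM in the dispensed reagent) was pre-reduced with 400 uM NADPH for 5 min at room temperature, then incubated with compound for 15 min. After 400 uM selenite was added, NADPH fluorescence (Ex 340/Em 450 nm) was followed for 8 min.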
USP1-UAF1 inh: USP1/UAF1 (human) deubiquitinase inhibition | Potency, µM (top dose mostly 57.1 µM), inactives show at the top dose activity change, negative = inhibition, actives largely listed as inhibitors | recombinant USP1/UAF1, Ub-Rhodamine cleavage fluorescence | AID 743255 | O94782 | hit rate 0.23% among 390,000; note: potency is the fitted concentration of half-maximal effect; % is set by controls: 0 for no effect and ±100 for the full control effect; nearly all actives have a fitted effect of over 60% in size; inactives centre near -12
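USP1/UAF1 complex (1 nM) preincubated 15 min at room temperature with compound, then Ub-Rho substrate (150 nM final) added. Kinetic fluorescence at 480/540 nm over 6 reads at 60 s intervals; 50 mM HEPES pH 7.8, 0.5 mM EDTA, 0.1 mg/ml BSA, 1 mM TCEP, 0.01% Tween-20.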
PI4K2A block: inhibitors of human PI4K2A; Q9BTU6; purified PI4K2A, ADP-Glo luminescence, 1 h; active compounds read low; activity change, negative = inhibition, % at 76.9 µM; hit rate 0.13% among 420,000; AID 1346378; in the data active = activity change below about -50%; inconclusive = mostly about -30% to -49%;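 note: -100% = wells without enzyme as full effect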
Target sequence (Q9BTU6 whole entry, looked up): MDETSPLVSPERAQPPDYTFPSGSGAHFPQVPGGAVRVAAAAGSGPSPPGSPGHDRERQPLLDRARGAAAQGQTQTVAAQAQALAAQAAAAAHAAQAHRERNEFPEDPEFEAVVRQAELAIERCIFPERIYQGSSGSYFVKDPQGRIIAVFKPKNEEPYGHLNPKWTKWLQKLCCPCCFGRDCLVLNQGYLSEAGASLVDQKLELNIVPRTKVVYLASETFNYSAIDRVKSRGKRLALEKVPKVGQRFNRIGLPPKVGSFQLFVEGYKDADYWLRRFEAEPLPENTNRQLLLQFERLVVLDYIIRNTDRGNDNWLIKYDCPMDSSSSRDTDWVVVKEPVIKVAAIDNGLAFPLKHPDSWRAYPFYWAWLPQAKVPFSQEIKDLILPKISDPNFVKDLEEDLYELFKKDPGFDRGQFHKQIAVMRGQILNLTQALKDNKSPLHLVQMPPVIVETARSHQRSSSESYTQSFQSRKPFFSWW
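In this quantitative HTS, ADP production by PI4K2A was quantified luminescently after 1 h at ambient temperature; 100 microM adenosine served as plate-quality control.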
Starred values were filed as active, the others as inactive; u = inconclusive; x = not tested or not shown; [ ] = dose if it differs, or a comment. Unless noted, calls come from the whole dose curve; as a rule, active = well fitted inhibition curve with a large enough effect; inconclusive = small, poorly fitted or top-dose-only effect; inactive = no such curve, though single readings can be large or run the other way.

SMILES	TRHR PAM	TrxR1 substrate	D2 antagonist	TRHR agonist	mIDH1 inhibitor	D2 ag	rTrxR1 inhibitor	USP1-UAF1 inh	PI4K2A block
OCCC1CN(Cc2cccc3nccnc23)CCN1Cc1ccc(F)cc1 (configuration not stated)	-1	-9%	-5	0.3	2%	0.0	0%	-8%	7
CCc1cccc(NC(=O)COC(=O)c2cc([N+](=O)[O-])ccc2N2CCOCC2)c1	-4	-7%	8	-0.8	2%	-0.2	-6%	-23%	2
O=C(Nc1nccs1)c1ccccc1Br	6	1%	0	0.1	8%	1.0	7%	-22%	0
COCCn1nnnc1C(c1cccc(C(F)(F)F)c1)N1CCOCC1 (configuration not stated)	-6	15%[57.1 µM]	-18	-0.7	5%	0.1	-5%[57.1 µM]	-20%	2
CCN1/C(=C/c2cc[n+](CCCS(=O)(=O)[O-])c3ccccc23)Sc2ccccc21	-1	-7%[57.1 µM]	4	1.2	7%	2.7	6%[57.1 µM]	-9%	0
O=C(COC(=O)c1cc(Br)ccc1O)Nc1cccnc1Cl	11	4%	-9	-0.1	3%	-1.0	-5%	-15%	3
CC1(C(=O)OCC(=O)Nc2ccccc2)CC1(Cl)Cl (configuration not stated)	3	2%[57.1 µM]	3	-0.1	-2%	-0.2	15%[57.1 µM]	-4%	-1
O=C(COc1ccccc1Cl)c1ccc2c(c1)CCCC2	11	-10%	-4	1.4	2%	0.5	-16%	-7%	0
C=CCN1C(=O)C(Cc2cccc(C)c2)SC1=Nc1ccc(C(=O)O)cc1 (configuration not stated)	-2	-5%	-4	0.1	-10%	1.6	6%	-2%	4
Cc1noc(C)c1C(=O)OCC(=O)NCCc1ccc(Cl)cc1	-5	-8%	12	-0.6	20%	0.6	-6%	-12%	6
O=C(NCCCN1CCCC1=O)c1cccc(S(=O)(=O)N2CCN(c3ccc(F)cc3)CC2)c1	-2	-1%	-13	0.5	2%	1.1	8%	-11%	-2
CC(=O)c1cccc(CN2CCCC(CCC(=O)NCc3ccccc3F)C2)c1 (configuration not stated)	-8	5%	-6	-0.5	3%	1.1	10%[57.1 µM]	-12%	-7
O=C1Nc2ccccc2Oc2cc(Oc3ccc(Cl)cc3)ccc21	-5	-3%[57.1 µM]	x	0.0	u	0.8	6%[57.1 µM]	-20%	-1
Clc1ccc(Oc2nc(Oc3ccc(Cl)cc3)nc(N3CCOCC3)n2)cc1	3	-11%	0	0.2	-3%	0.2	18%	-6%	-2
CCN1C(=O)C2CCCCN2c2ccc(C(=O)NCCOC)cc21 (configuration not stated)	2	1%	-2	-0.9	20%	-0.7	-30%	-10%	-1
CC(=O)c1ccc(OCCCC(=O)Nc2nnc(C3CC3)s2)cc1	x	-7%	x	x	-2%	x	-5%	-16%	2
CCC(C)NS(=O)(=O)c1ccc(N)cc1 (configuration not stated)	-4	3%	1	0.2	-3%	1.0	15%	-13%	-1
O=C(c1ccc2c(c1)N(Cc1ccccc1)C(=O)c1ccccc1S2(=O)=O)N1CCN(c2ccccc2)CC1	7	-11%	x	-0.6	x	-0.8	9%	-18%	-4
CCOC(=O)[C@H]1[C@H]2COc3ccc(C)cc3[C@@H]2N2C(=O)c3cc(F)c(F)cc3NC(=O)[C@@]12C	-1	7%[57.1 µM]	13	-0.1	-8%	-0.7	20%[57.1 µM]	13%	-4
CN(C(=O)c1ccoc1)c1ccc2ccccc2c1	5	8%	1	-0.7	0%	0.5	18%	-19%	-12
COc1ccc(S(=O)(=O)N2CCOCC2)cc1NS(=O)(=O)/C=C/c1ccccc1	5	10%	2	-0.1	0%	0.1	23%[57.1 µM]	-19%	0
Nc1c(Br)cc2c(c1Br)C(O)c1ccccc1-2 (configuration not stated)	x	-7%[11.4 µM]	x	x	5%	x	-7%[11.4 µM]	-15%	-5
CCOc1ccc(C2c3c(oc4ccc(C)cc4c3=O)C(=O)N2c2nc(C)c(C)s2)cc1OC (configuration not stated)	-4	1%	x	0.7	5%	x	6%	-4%	-2
CCC(C)NC(=O)CSc1nnc(-c2ccc(OC)c(OC)c2)c(-c2ccc(OC)c(OC)c2)n1 (configuration not stated)	3	-4%	-17	-0.8	-4%	0.2	-6%	-14%	2
COc1ccc2nc(-c3ccccc3)nc(SC)c2c1	x	4%	x	x	7%	x	16%	-15%	-4
O=C(Cn1c(=O)oc2cc(S(=O)(=O)N3CCCC3)ccc21)Nc1ccc(OC(F)(F)F)cc1	-1	-2%[57.1 µM]	x	0.3	40%[activator]	-0.2	26%[57.1 µM]	-14%	-13
COc1ccccc1NC(=O)COc1ccc(/C=N/NC(=O)CSCc2ccc(Cl)cc2)cc1	2	-5%	1	0.5	-3%	0.2	-7%	-15%	5
O=C(c1ccco1)N1CCN(Cc2cn[nH]c2-c2cccc3ccccc23)CC1	-2	-1%	-14	0.2	-2%	5.0	-5%	-24%	4
O=C(CN1C(=O)NC(Cc2c[nH]c3ccccc23)C1=O)Nc1cccc(S(=O)(=O)N2CCCCCC2)c1 (configuration not stated)	0	-11%	3	-0.6	0%	-1.6	-4%	-2%	-5
Cc1ccc(S(C)(=O)=NC(=O)NC(=O)c2c(Cl)cccc2Cl)cc1 (configuration not stated)	-3	7%[57.1 µM]	16	-0.4	3%	0.6	17%	5%	-22
O=C(O)c1cc(N=Nc2c(O)ccc3ccccc23)cc(C(=O)O)c1	0	-14%	-4	0.1	28%	0.8	-15%	u	-9
Cc1ccc(C(C)NC(=O)c2c(C)noc2C)cc1C (configuration not stated)	-1	4%	13	-0.2	1%	0.3	19%	-6%	-2
CCOc1ccc(CNC(=O)CCn2cccn2)cc1OC	4	4%[57.1 µM]	x	0.3	-8%	-0.1	17%[57.1 µM]	-5%	3
CC(C)c1ccc(OCc2nnc(SCC(=O)N3CCCCC3)o2)cc1	-7	2%	5	-0.2	0%	0.8	26%	-16%	7
Cc1cccn2c(=O)c3cc(S(=O)(=O)c4ccc(Br)cc4)c(=N)n(C4CCCC4)c3nc12	0	-7%	-13	0.6	-1%	0.2	-14%	u	-5
COc1ccc(NC(=O)CN(C)C(=O)c2cc(-c3cccs3)nn2-c2ccccc2)cc1	-6	-2%	-9	0.0	9%	0.0	13%	-23%	-1
O=C(COc1ccc(Cl)cc1Br)NC(=O)NCc1ccccc1	-2	3%[57.1 µM]	8	0.8	3%	-0.2	8%[57.1 µM]	-13%	-2
COc1ccccc1NC(=O)N1CCC(c2nc3cc(C)c(C)cc3[nH]2)CC1	12	-5%[57.1 µM]	15	-0.5	4%	-2.9	13%[57.1 µM]	-14%	-2
CCCCCOC(=O)C1=C(C)Nc2ncnn2C1c1cccs1 (configuration not stated)	5	4%[57.1 µM]	-7	-0.3	3%	-2.3	6%[57.1 µM]	-3%	1
CN(Cc1ccccc1)C(=O)c1cccc(NC(=O)c2ccco2)c1	-1	1%[57.1 µM]	-8	0.2	4%	-0.5	-18%	-14%	1
CCCCNC(=O)c1onc(CSc2ccc(F)cc2)c1C(=O)O	-5	12%	-5	1.2	8%	0.0	27%	-19%	-3
Cc1c(OCC(=O)N2CCN(c3ccccc3)CC2)ccc2c3c(c(=O)oc12)CCCC3	0	5%	x	-0.4	-3%	x	14%	-8%	-7
CN1C(=O)C(C)(C)c2cc(S(=O)(=O)N3CCCC(C(=O)NCc4ccccc4Cl)C3)ccc21 (configuration not stated)	14	1%	-15	-1.1	5%	-0.4	19%	-14%	3
COc1ccc(OC)c(C(=O)c2c(C)oc3cc([N+](=O)[O-])c(O)c([N+](=O)[O-])c23)c1	12	-19%	-7	0.3	2%	0.2	-17%	-21%	-8
CC(=O)NCCNC(=O)c1cc(-c2cccc3ccccc23)nc2ccccc12	x	3%	x	x	3%	x	1%	-18%	-2
Cc1ccc(S(=O)(=O)N2CCOCC2)cc1NCC(=O)Nc1ccc(OC(F)(F)F)cc1	x	17%[57.1 µM]	x	x	1%	x	13%[11.4 µM]	-19%	-2
Cc1[nH]c2ccccc2c1Cc1nnc(SCc2ccccc2)o1	-9	-3%	x	0.1	-3%	x	13%	u	-7
CC1Cc2ccccc2N1C(=O)c1ccc(F)c(S(=O)(=O)N2CCOCC2)c1 (configuration not stated)	x	11%[11.4 µM]	x	x	1%	x	33%[11.4 µM]	-14%	-4
O=C(NC1CC2CCCC(C1)N2C(=O)Nc1ccccc1)c1ccccc1 (configuration not stated)	7	8%	-6	-1.4	-11%	0.5	33%	-25%	-2
CCn1c(O)c(/C=C2\C=NN=C2c2ccc(C)cc2)sc1=S	-12	2%	-10	-1.1	-7%	-0.8	14%	u	-3
CCN(CC)CCNC(=O)c1cn(CC)c2cc(N3CCN(C(=O)c4ccco4)CC3)c(F)cc2c1=O	4	46%[activator]	-3	0.3	2%	1.0	13%	-19%	-6
Cc1cc(C(F)F)n2nc(C(=O)Nc3ccc(S(=O)(=O)NC45CC6CC(CC(C6)C4)C5)cc3)nc2n1	-1	5%	12	-0.4	10%	-0.1	7%	-7%	-6
COc1ccc(CNC(=O)CCCn2nc(C)n3ccnc3c2=O)cc1	2	7%[57.1 µM]	-9	0.2	17%	0.4	-1%[57.1 µM]	-10%	4

Molecules shown so far that contain a thiophene ring, fused or not:
SMILES	TRHR PAM	TrxR1 substrate	D2 antagonist	TRHR agonist	mIDH1 inhibitor	D2 ag	rTrxR1 inhibitor	USP1-UAF1 inh	PI4K2A block
COc1ccc(NC(=O)CN(C)C(=O)c2cc(-c3cccs3)nn2-c2ccccc2)cc1	-6	-2%	-9	0.0	9%	0.0	13%	-23%	-1
CCCCCOC(=O)C1=C(C)Nc2ncnn2C1c1cccs1 (configuration not stated)	5	4%[57.1 µM]	-7	-0.3	3%	-2.3	6%[57.1 µM]	-3%	1
